# Source: PubChem BioAssay
# RGS4-Gao reg: human RGS4-Galphao interaction regulation; Multiplexed bead flow cytometry, RGS4-Galphao binding; actives lie on both sides; P09471; 220,000 tested, 0.33% active; binding response (% of control), % at 10 µM; in the data active = binding response below about 49% or above about 150%; inactive = in between;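 note: fluorescent Galphao activated with aluminum fluoride binding bead-coupled RGS4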
# Target sequence (P09471 whole entry, looked up): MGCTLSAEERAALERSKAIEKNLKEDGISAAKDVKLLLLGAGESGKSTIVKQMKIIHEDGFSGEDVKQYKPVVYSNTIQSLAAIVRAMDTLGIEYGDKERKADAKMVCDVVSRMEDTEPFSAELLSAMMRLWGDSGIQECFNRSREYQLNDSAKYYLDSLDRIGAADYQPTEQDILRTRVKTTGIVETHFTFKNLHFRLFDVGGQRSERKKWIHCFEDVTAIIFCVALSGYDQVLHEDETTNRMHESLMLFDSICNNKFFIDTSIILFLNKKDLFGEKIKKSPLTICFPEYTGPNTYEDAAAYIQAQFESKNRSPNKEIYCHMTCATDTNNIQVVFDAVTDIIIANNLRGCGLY
# RGS8-Gao reg: regulators of human RGS8-Galphao interaction | AID 1423 | 220,000 tested, 0.34% active | response (percent of control binding), % at 10 µM | P09471 | multiplexed bead flow cytometry, RGS8-Galphao binding; actives lie on both sides; in the data active = response below about 60% or above about 140%; inactive = in between;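 note: Galphao activated as the GDP aluminium fluoride complex binding bead-coupled RGS8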
# RGS7-Gao: modulates binding of RGS7 to human Galphao; P09471; Multiplexed bead flow cytometry; actives lie on both sides; binding response (% of control), % at 10 µM; 220,000 tested, 0.35% active; AID 1439; in the data active = binding response below about 49% or above about 150%; inconclusive = no clear call, values can overlap the other calls; inactive = in between;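 note: fluorescent Galphao held in activated GDP-AlF4 state binding bead-coupled RGS7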
# Mcl1-Bid inh: Mcl-1/Bid interaction inhibition; Q07820; TR-FRET Mcl-1/Bid-Dy647 peptide binding, 1536-well; inhibition, % at 21.7 µM; 220,000 tested, 0.97% active; AID 1021;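 active = compounds that cut the binding signal by more than half at the single screening dose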;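 note: His-tagged Mcl-1 with europium anti-His antibody binding Bid BH3 peptide; 0% = Mcl-1 plus peptide wells and 100% = peptide-only wells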
# Mcl1-Noxa inh: Mcl-1/Noxa interaction inhibition; Q07820; TR-FRET Mcl-1/Noxa peptide binding, 2 h; inhibition, % at 21.7 µM; 220,000 tested, 1.5% active; AID 1022;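 active = compounds that cut the protein-peptide binding signal by more than 50% relative to plate controls in a single-dose test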;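 note: His-tagged Mcl-1 with rhodamine Noxa BH3 peptide and terbium anti-His antibody; 0% = Mcl-1 plus Noxa peptide wells and 100% = peptide-only wells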
# Bfl-1 Bim block: disrupts Bim binding to human Bfl-1. Q16548. Bead-based flow cytometry, Bim-Bfl-1 binding inhibition. inhibition, % at 10 µM. 190,000 tested, 0.12% active. AID 1008;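 note: 0% = wells without compound plus tracer and 100% = blocker peptide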
# Bcl-W Bim block: human Bim-Bcl-W interaction inhibition | Q92843 | bead-based flow cytometry, Bim peptide-Bcl-W binding | inhibition, % at 10 µM | 190,000 tested, 0.02% active | AID 952;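 note: 0% = bound tracer without compound and 100% = peptide blocker; higher means less fluorescent Bim peptide bound to Bcl-W beads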
# Bim-Bcl-XL: human Bim-Bcl-XL interaction inhibition; Bim peptide-Bcl-XL binding, bead flow cytometry, fluorescence; AID 1007; inhibition, % at 10 µM; 190,000 tested, 0.04% active
# Target sequence (Q07817 whole entry, looked up): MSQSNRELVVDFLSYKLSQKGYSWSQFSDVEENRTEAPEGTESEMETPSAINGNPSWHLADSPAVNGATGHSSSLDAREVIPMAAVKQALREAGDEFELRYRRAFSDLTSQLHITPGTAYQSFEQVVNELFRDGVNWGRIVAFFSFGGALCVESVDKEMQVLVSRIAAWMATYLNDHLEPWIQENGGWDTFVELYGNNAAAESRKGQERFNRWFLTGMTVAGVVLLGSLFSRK
# Bim-Mcl-1: human Bim-Mcl-1 interaction inhibition. Q07820. Bead-based flow cytometry, Bim peptide-Mcl-1 binding. inhibition, % at 10 µM. 190,000 tested, 0.1% active;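 note: 0% = no compound tracer wells and 100% = peptide blocker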
# Bcl-2 Bim block: human Bim-Bcl-2 interaction inhibition. 190,000 tested, 0.06% active. P10415. AID 950. inhibition, % at 10 µM. Bead-based flow cytometry, Bim peptide-Bcl-2 binding; in the data active = inhibition above about 40%; inconclusive = no clear call, values can overlap the other calls;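 note: 0% = no compound wells with probe peptide and 100% = reference peptide inhibitor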
# Target sequence (P10415 whole entry, looked up): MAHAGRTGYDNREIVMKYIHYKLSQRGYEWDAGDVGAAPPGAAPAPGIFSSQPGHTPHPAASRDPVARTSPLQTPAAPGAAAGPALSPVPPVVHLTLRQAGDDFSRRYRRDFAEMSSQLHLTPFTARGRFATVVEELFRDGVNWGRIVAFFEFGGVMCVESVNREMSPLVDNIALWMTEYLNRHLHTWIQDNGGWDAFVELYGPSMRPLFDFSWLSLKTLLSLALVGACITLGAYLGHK
# Bcl-B Bim block: human Bim-Bcl-B interaction inhibition; Q9HD36; bead-based flow cytometry, Bim peptide-Bcl-B binding; inhibition, % at 10 µM; 190,000 tested, 0.073% active;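 note: 0% = tracer peptide without compound and 100% = reference inhibitor peptide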
# Target sequence (Q9HD36 whole entry, looked up): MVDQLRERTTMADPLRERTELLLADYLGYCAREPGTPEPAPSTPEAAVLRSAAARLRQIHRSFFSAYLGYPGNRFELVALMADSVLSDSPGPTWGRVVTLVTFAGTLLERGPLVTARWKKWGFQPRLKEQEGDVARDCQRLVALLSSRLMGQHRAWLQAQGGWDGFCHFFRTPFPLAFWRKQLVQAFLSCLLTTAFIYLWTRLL
# An asterisk follows results filed as active; ? = inconclusive; . = no result given. Cut-off read from the data, not from the text of the source, unless noted: active = inhibition above about 40%.
SMILES,RGS4-Gao reg,RGS8-Gao reg,RGS7-Gao,Mcl1-Bid inh,Mcl1-Noxa inh,Bfl-1 Bim block,Bcl-W Bim block,Bim-Bcl-XL,Bim-Mcl-1,Bcl-2 Bim block,Bcl-B Bim block
CCc1ccc(N2CC(C(=O)N/N=C/c3cc([N+](=O)[O-])ccc3O)CC2=O)cc1 (centres undefined),103,106,96,-33,-38,-5,1,1,0,-3,0
Cc1ncc(C[n+]2csc(CCOC(=O)CC3C4CC5CC(C4)CC3C5)c2C)c(N)n1 (centres undefined),104,102,103,28,15,-20,0,-8,-3,-7,-8
COc1ccc(/C=N/NC(=O)c2ccc(=O)[nH]n2)cc1OC,101,97,104,-20,-21,0,-5,-7,-1,3,1
O=C(CC1Sc2ccccc2NC1=O)Nc1ccccc1[N+](=O)[O-] (centres undefined),97,89,92,-4,2,-9,-1,-5,-1,-7,0
Cc1ccnn1CC(=O)N/N=C/c1cn[nH]c1-c1ccc(F)cc1,98,99,?,-24,13,.,.,.,.,.,.
CC1(C)CC(=O)C(N=Nc2ccc(F)cc2)=C(O)C1,94,98,?,-34,1,.,.,.,.,.,.
Cc1nc2c(C#N)c(C)[nH]n2c(=O)c1Cc1ccccc1,98,102,98,-29,15,0,2,1,1,0,3
O=S(=O)(c1ccc2oc3ccccc3c2c1)N1CCCC1,104,103,103,0,14,-2,-6,-1,-4,-4,-3
N#CCc1ccc(NS(=O)(=O)c2cccs2)cc1,102,100,104,0,2,-3,-6,-4,-3,-15,-8
CC1CN(C(=O)Nc2ccc3c(c2)OCCO3)CC(C)O1 (centres undefined),96,98,96,-18,19,-4,1,-1,0,1,-1
Cc1ccc(NNC(=O)c2ccc(Cl)cc2)nn1,99,100,?,-24,-3,.,.,.,.,.,.
Cc1nnc(NC(=O)C2CCCN(S(=O)(=O)c3ccccc3C(F)(F)F)C2)s1 (centres undefined),99,99,102,-3,16,-9,0,-8,0,-7,-6
CCCSc1nc2sc3c(c2c(=O)n1CC)CC(C)(C)OC3,111,104,?,-8,-7,.,.,.,.,.,.
O=C(CSc1cccc[n+]1[O-])Nc1ccc(C(F)(F)F)cc1[N+](=O)[O-],102,102,99,-8,8,-2,0,0,0,0,-1
CCOc1ccc(N2CC(O)=C(c3ccccc3)C2=N)cc1,98,108,118,-43,-8,-12,-2,-4,0,3,-8
COc1ccc(N2C(=NC(C)=O)SC3CS(=O)(=O)CC32)cc1OC (centres undefined),101,101,91,-13,3,12,4,9,10,13,7
CCCNC(=S)N1CCN(c2nc(C)nc3sc4c(c23)CCCC4)CC1,101,101,102,-22,8,0,-1,0,1,-1,0
S=C(NCc1ccccn1)Nc1ccccc1,103,100,106,-131,-50,1,-3,-1,-2,-3,-10
Cc1cc(C(F)(F)F)nn1CC(=O)NNC(=S)Nc1ccc(Cl)cc1,99,97,102,-72,-25,0,-1,0,-5,-2,-12
NC(=O)N(CCC(=O)O)c1ccccc1,98,93,89,-43,22,-2,-3,-6,-1,-3,-4
Cc1cccc(CN2CCN(CC(=O)N3CCCC3)C2=O)c1,106,101,104,-4,-1,9,-9,-7,-4,2,0
Cc1ccc(S(=O)(=O)NCC2CCC(C(=O)NCc3ccc4c(c3)OCO4)CC2)cc1 (centres undefined),137,.,.,2,9,-10,-2,-2,0,-9,-9
COc1ccc(-c2nnc(SC(C)C(=O)NCc3ccc4c(c3)OCO4)n2Cc2ccco2)cc1 (centres undefined),101,101,96,-11,2,-14,0,-11,-1,-7,-9
Cc1cn(Cc2ccccc2Cn2cc(C)c(=O)[nH]c2=O)c(=O)[nH]c1=O,92,95,?,6,-1,.,.,.,.,.,.
CCN(CC(O)CON=C1c2ccccc2-c2ccccc21)S(=O)(=O)c1ccc(C)cc1 (centres undefined),100,101,102,-22,15,-12,-3,-5,-1,-9,-9
# The list goes on.
SMILES,RGS4-Gao reg,RGS8-Gao reg,RGS7-Gao,Mcl1-Bid inh,Mcl1-Noxa inh,Bfl-1 Bim block,Bcl-W Bim block,Bim-Bcl-XL,Bim-Mcl-1,Bcl-2 Bim block,Bcl-B Bim block
COc1cc(C)ccc1OCCOCCOc1ccccc1[N+](=O)[O-],91,96,95,-4,7,-9,-4,-7,-6,-8,-11
CCCc1cc(C(=O)Nc2c(C)n(C)n(-c3ccccc3)c2=O)no1,100,100,98,-20,5,-11,1,0,1,-8,-7
C=CC[n+]1c(-c2ccccc2)csc1NC(C)(C)C,104,101,?,-18,11,-2,0,-1,-1,-1,-5
Cc1cc(/C=N/O)c(C)n1-c1cccc(Cl)c1,103,102,105,-27,10,0,0,-1,0,-1,-2
O=C(O)c1cccc(Cn2c(Cl)c(/C=N/NC(=O)c3cccc(O)c3)sc2=O)c1,105,101,?,0,28,.,.,.,.,.,.
COc1ccc2[nH]c3c(c2c1)CCn1c-3nc2sc(C(=O)Nc3ccccc3)c(C)c2c1=O,97,101,93,75*,54*,-2,-3,-6,0,-3,-9
O=C(Nc1cccc(F)c1)NC1CC2CCCC(C1)N2C1CC1 (centres undefined),96,102,95,25,16,-9,1,-1,5,2,-2
Cc1cc(C(=O)CSc2n[nH]c(N)n2)c(C)n1-c1cc(F)ccc1F,99,98,101,-3,10,-15,0,-10,-5,-5,-11
Cn1c(SCc2n[nH]c(=S)n2-c2ccccc2)nnc1-c1ccccc1,88,93,91,-64,22,4,0,-3,0,0,-11
O=C(COc1ccc2ccccc2c1)NC1CC1,102,100,102,-7,8,-1,-1,0,-2,-9,-5
O=C(/C=C/c1ccc(Cl)cc1)N1CCN(c2ncccn2)CC1,104,99,102,-8,1,-2,-3,-4,-2,-2,-4
CCOC(=O)C1CC(C)=C(C)CC1C(=O)O (centres undefined),101,99,?,-15,-2,.,.,.,.,.,.
Cc1nnc(SCSc2nnc(C)s2)s1,96,99,95,-1,6,-10,3,-14,0,-7,-8
COc1c2ccoc2c(OC[C@@H](O)C(C)(C)O)c2oc(=O)ccc12,100,99,98,-9,5,0,-1,-3,0,-2,-4
O=C(O)CCCCCNC(=O)CCn1cnc2ccccc2c1=O,99,99,98,0,-5,-16,0,-2,-1,-5,-4
COCCCNC(=O)CN(c1cc(Cl)cc(Cl)c1)S(C)(=O)=O,102,106,104,2,-12,-2,2,1,4,-6,2
COC(=O)c1cn(Cc2ccccc2C)nn1,101,104,101,7,-1,0,2,-1,1,0,-7
Cc1ccc(-c2cc(C(=O)Nc3cccnc3)[nH]n2)c(O)c1C,97,100,?,-13,22,.,.,.,.,.,.
Cc1cc(C(=O)Nc2nc3c(s2)CCCC3)no1,102,101,98,-18,9,-11,0,-2,2,-2,-9
Cn1cnnc1SCC(=O)Nc1sccc1C#N,102,104,102,-6,20,0,0,1,-1,5,0
CC(Sc1nc(N)c2c3c(sc2n1)CSC(C)(C)C3)C(=O)Nc1ccccc1 (centres undefined),100,97,99,2,-3,-7,-6,-8,-3,-6,-12
Cc1cc(C)c([N+](=O)[O-])cc1NC(=O)CCS(=O)(=O)c1ccccc1,103,101,?,-8,22,.,.,.,.,.,.
Cc1cc(NC(=O)NC(=O)c2cccc(OC(F)(F)C(F)F)c2)n[nH]1,101,104,102,-1,6,-14,2,-17,-1,-9,-9
Cc1ccc(SCC(=O)NC(=O)NCc2ccccc2)c(C)c1,101,100,102,-4,4,-2,-4,-3,-5,-2,-4
Cc1cccc(NC(=S)NNC(=O)c2ccccc2Br)c1,94,97,102,-54,-25,-11,3,0,1,-5,0
# Other results follow.
SMILES,RGS4-Gao reg,RGS8-Gao reg,RGS7-Gao,Mcl1-Bid inh,Mcl1-Noxa inh,Bfl-1 Bim block,Bcl-W Bim block,Bim-Bcl-XL,Bim-Mcl-1,Bcl-2 Bim block,Bcl-B Bim block
Cc1cc(/C=C(\C#N)c2nc3ccccc3[nH]2)c(C)n1C,97,102,97,-80,37,3,-1,-3,-3,-3,-11
COc1ccc(NC(=O)C2CCN(C(=O)Cc3ccccc3)CC2)c(OC)c1,98,104,101,-31,-5,-11,-6,-5,-1,-8,-7
Nc1nc(NC(=O)C(Cl)(Cl)Cl)nn1-c1ccccc1,101,102,102,5,25,-15,-4,-8,-2,-8,-8
Cc1ccc(/C=C(\C#N)C(=O)NCC2CCCO2)o1 (centres undefined),100,100,102,-22,10,-2,-4,-5,-6,3,-1
COc1ccc2oc(=O)c(C(=O)Oc3ccc(NC(C)=O)cc3)cc2c1,99,98,100,-15,7,0,0,1,-1,2,1
COC(=O)C1=COC(OC2OC(CO)C(O)C(O)C2O)C2C1C=CC2(O)CO (centres undefined),98,98,?,-71,37,.,.,.,.,.,.
CCOC(=O)c1cnc(NCc2ccccc2)nc1C,101,101,104,12,13,-10,4,-1,-3,-13,-11
CNCc1nc2ccccc2[nH]1,103,101,106,2,18,-3,-1,-2,3,-1,0
CC(=O)N1CCN(c2ccc(NC(=O)c3ccccc3Br)cc2Cl)CC1,100,100,99,-9,-5,0,0,-1,0,0,-1
COc1cc2c(cc1NC(=S)NC(=O)/C=C/c1ccco1)oc1ccccc12,103,89,99,-20,0,3,0,-1,0,0,-1
CN1CCc2c(sc(/N=C/c3cc(C(C)(C)C)ccc3O)c2C#N)C1,106,100,?,-43,14,.,.,.,.,.,.
CN(Cc1cn(C)nc1-c1ccc(Oc2ccccc2)cc1)C1CCOC1 (centres undefined),100,98,?,-56,-12,.,.,.,.,.,.
CCOC(=O)c1ccc(-c2ccc(/C=N/NC(=O)c3cncc(Br)c3)o2)cc1,91,101,?,-25,-30,.,.,.,.,.,.
COc1ccc(C(=O)Oc2cc(/C=N/NS(=O)(=O)c3ccccc3)ccc2OC)cc1,102,101,103,-14,15,-7,0,-2,0,-1,0
Clc1cccc(Cl)c1Cn1cnc(=NCc2ccco2)c2[nH]cnc21,100,101,103,-3,17,-12,0,1,0,-7,-7
Nn1c(SCC(=O)Nc2ccc(Oc3ccccc3)cc2)nnc1C1CC1,101,101,97,3,8,-19,-5,-9,-6,-12,-15
CC1Cc2cc(-c3csc(NC(=O)Cc4cccs4)n3)ccc2N1S(C)(=O)=O (centres undefined),99,102,102,-4,7,-2,-5,-6,-5,0,-8
O=C(CSc1nc(-c2ccc(F)cc2)nc2c1Cc1ccccc1O2)Nc1cccc(C(=O)O)c1,102,102,?,46,-53,-4,4,0,0,0,0
COc1ccc([N+](=O)[O-])cc1NC(=O)CSCc1ccccc1C,100,102,102,-3,0,-2,-4,-8,-5,-7,-11
CCc1nnc(NC(=O)c2cccc(OC)c2)s1,98,100,96,-13,6,-1,0,-1,2,3,-1
CCN(CC)CCNC(=O)Cn1c(-c2ccccn2)nc2ccccc21,95,100,94,-26,2,-3,0,0,2,2,1
CN(CCc1ccccn1)C(=O)CN(C)S(=O)(=O)c1ccc2c(c1)c(=O)n(C)c(=O)n2C,102,103,99,-10,-5,-3,-3,-3,-2,-1,-3
